Compound activity: PubChem BioAssay, The Scripps Research Institute Molecular Screening Center
TEAD-YAP inh: TEAD-YAP interaction inhibition | AID 1259422 | 1.4% of 640,000 active | inhibition, % at 9.12 µM | HEK-TIYL cells, TEAD-Gal4/YAP UAS-luciferase luminescence; in the data active means inhibition above about 32%;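 further: 0% = median of test compound wells and 100% = reference inhibitor wells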
MITF primary: blocks human microphthalmia-associated transcription factor; O75030; AlphaScreen MITF homodimerization, bead proximity signal; inhibition, % at 2.6 µM; 0.91% of 650,000 active; in the data active means inhibition above about 50%;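 further: 0% = vehicle wells with protein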
GPR151 activ: human GPR151 activation | PathHunter beta-arrestin GPR151 cells, luminescence | 1% of 650,000 active | activation, % at 11.2 µM; in the data active means activation above about 4.9%;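 further: 0% = median of compound wells and 100% = cells with positive control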
FBW7 activator: human FBW7 E3 ligase activation, primary screen; 0.13% of 650,000 active; Q969H0; AlphaScreen FBW7–phospho-cyclin E peptide binding, activator screen; normalized activity (activation), % at 26.1 µM; in the data active means normalized activity above about 1.9%;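 further: purified mutant Fbw7 with reduced substrate affinity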
Target sequence (Q969H0 whole entry, looked up): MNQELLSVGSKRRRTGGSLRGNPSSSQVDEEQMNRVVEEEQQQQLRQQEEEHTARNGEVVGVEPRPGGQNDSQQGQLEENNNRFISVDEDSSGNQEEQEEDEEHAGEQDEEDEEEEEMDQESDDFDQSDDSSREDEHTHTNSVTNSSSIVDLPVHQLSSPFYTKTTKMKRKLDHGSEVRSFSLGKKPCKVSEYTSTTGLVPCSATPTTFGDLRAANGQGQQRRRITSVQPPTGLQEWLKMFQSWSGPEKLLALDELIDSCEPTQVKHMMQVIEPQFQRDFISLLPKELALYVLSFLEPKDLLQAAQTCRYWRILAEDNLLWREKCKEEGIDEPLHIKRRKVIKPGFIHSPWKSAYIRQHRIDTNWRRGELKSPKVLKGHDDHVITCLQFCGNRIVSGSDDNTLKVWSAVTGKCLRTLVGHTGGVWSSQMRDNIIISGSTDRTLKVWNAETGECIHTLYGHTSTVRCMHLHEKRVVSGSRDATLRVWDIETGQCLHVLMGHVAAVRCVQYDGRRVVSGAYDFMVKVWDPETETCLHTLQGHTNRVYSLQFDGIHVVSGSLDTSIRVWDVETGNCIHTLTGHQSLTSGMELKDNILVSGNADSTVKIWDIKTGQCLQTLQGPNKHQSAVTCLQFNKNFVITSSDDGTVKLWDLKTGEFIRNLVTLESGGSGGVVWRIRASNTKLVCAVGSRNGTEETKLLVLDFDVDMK
Starred values were filed as active, the others as inactive.

Compound	TEAD-YAP inh	MITF primary	GPR151 activ	FBW7 activator
COC(=O)C(NC(=O)c1ccc(F)cc1)(Nc1cc(C)cc(C)n1)C(F)(F)F (stereo not drawn)	6	8	-0.1	0.4
O=C1CC(N2CCC(c3nc4ccccc4s3)CC2)C(=O)N1Cc1ccccc1 (stereo not drawn)	9	-4	2.5	0.0
O=C1NC(=Nc2ccccc2)S/C1=C/c1ccccc1Sc1ccc(Cl)cc1	1	19	-0.3	0.1
Cc1nnc(N2C(=O)C(=O)/C(=C(/O)c3ccccc3)C2c2cccc(Oc3ccccc3)c2)s1 (stereo not drawn)	7	-37	0.0	0.0
CCC(C)NC(=O)CSc1nc2ccsc2c(=O)n1CCCC(=O)NCCc1ccccc1 (stereo not drawn)	1	3	-1.0	0.1
Cc1cc(C)cc(NC(=O)CSc2nnc(NC(=O)COc3ccccc3)s2)c1	3	12	1.1	0.4
CCN1CCN(C(c2ccc(OC)cc2OC)c2nnnn2C(C)(C)C)CC1 (stereo not drawn)	-4	0	1.9	0.1
CC(C)C(=O)NNC(=O)CCOc1ccccc1	-6	-14	-1.3	-0.1
COc1ccccc1-n1cc(C(=O)NCC(=O)N2CCCCCC2)c2ccccc2c1=O	-18	-2	-0.8	-0.1
COc1ccc(C(=O)NNC(=O)CCC(=O)NNC(=O)c2ccc(OC)cc2)cc1	-5	-8	-0.8	0.5
Cc1nnc(SCC(=O)Nc2cc(C(F)(F)F)ccc2N2CCOCC2)s1	8	4	1.1	0.2
C=CCN(CC=C)C(=O)CN1C(=O)NC(C)(c2ccc(Cl)cc2Cl)C1=O (stereo not drawn)	4	-2	-1.2	0.0
Cc1nn(CC(=O)N(C)C)c(C)c1[N+](=O)[O-]	3	-5	-0.8	0.1
Cc1cc(NCCN2CCOCC2)nc(Nc2ccnn2C)n1	3	-4	-0.2	0.0
O=C(Cc1ccccc1)Nc1nnc(SCc2ccccc2)s1	-5	20	-0.7	0.2
COC(=O)C1(C(F)(F)F)N=C2C=CC=CN2C(c2ccc(C)cc2)=N1 (stereo not drawn)	-8	-7	-0.2	0.0
COc1ccc(-c2[nH]nc3c2C(c2c[nH]c4ccccc24)C(C#N)=C(N)O3)cc1OC (stereo not drawn)	21	29	6.4*	-0.3
O=C1N[C@@H](Cc2ccccc2)C(=O)N2CCN(C(=O)c3cc(F)c(F)cc3F)C[C@H]12	9	13	1.3	0.1
COc1ccc(OC(C)c2nc(-c3ccccn3)no2)cc1 (stereo not drawn)	-41	-8	1.7	0.4
C=CCOC(=O)C1=C(C)N=C2SCCC(=O)N2C1c1ccc(Br)cc1 (stereo not drawn)	8	3	-0.6	-0.2
Fc1ccc(CSc2ccc3nnc(-c4cccnc4)n3n2)cc1	-16	-2	5.3*	-0.5
CC(=O)c1cccc(NC(=O)CSc2ccncc2)c1	6	12	0.0	-0.1
CC1CN(CC(=O)N(C)Cc2ccc3nccnc3c2)Cc2cc(Cl)ccc2O1 (stereo not drawn)	-1	5	0.5	0.0
CC1=C(C(=O)Nc2ccc(C)cc2)C(c2ccc(C)cc2)NC(=O)N1 (stereo not drawn)	4	0	-0.4	-0.1
CCOC(=O)c1sc(NC(=O)c2cc3ccccc3oc2=O)c(C#N)c1C	2	3	-1.2	-0.1
COc1ccccc1C/C(N)=N/OC(=O)COc1cccc2ccccc12	-21	7	0.4	0.2
COCCN(Cc1cccnc1)C(Cc1ccccc1)C1CCN(CCC(C)O)CC1 (stereo not drawn)	-9	3	-0.7	-0.1
Cc1nc2ccccc2n1C(=O)N(C)C	9	2	0.0	0.3
O=C(N/C(=C\c1ccccc1)C(=O)N1CCOCC1)c1ccco1	7	11	0.2	0.2
O=C(Cc1ccccc1)N/N=C/c1cc(I)ccc1O	8	23	-0.4	-0.6
COC(=O)NC1(C(F)(F)F)Oc2ccccc2O1	2	11	-0.4	0.1
CC(=O)C1=C(O)CCC1=Nc1ccc(C)c(C)c1	-6	-7	0.2	-0.4
Nc1ccc(/C=C/c2nc3ccccc3[nH]2)cc1	6	8	-5.4	0.0
C/C(=C\C(=O)c1ccncc1)Nc1ccccc1O	-9	1	-1.6	-0.2
O=C(O)c1ccc(NC(=O)C2CCCO2)cc1 (stereo not drawn)	-4	-5	0.0	0.3
CCNC(=O)c1ccccc1-c1nc(-c2ccc(OC)cc2)no1	2	-7	0.5	-0.1
CC(C)OCCCNC(=O)c1ccccc1N(Cc1ccccc1)S(C)(=O)=O	-13	-1	2.7	-0.1
NC(=O)CN1C(=O)C(O)(CC(=O)c2cccc(Br)c2)c2ccccc21 (stereo not drawn)	-4	2	-1.0	-0.1
CCOc1ccc(/C=C2\C(=O)NC(=O)N(c3ccc(CC)cc3)C2=O)cc1OC	12	4	-0.4	0.0
CC(C)C(=O)N1CCc2cc(-c3csc(NC(=O)CN4CCCC4)n3)ccc21	-26	5	1.0	-0.1
CCOC(=O)c1cnc2cc(C(F)(F)F)ccc2c1NCc1ccc(F)cc1	-22	2	1.3	0.3
CC(/C=N/NC(=O)c1nnn(-c2nonc2N)c1CN1CCCCCC1)c1ccccc1 (stereo not drawn)	-5	-14	0.3	-0.1
COc1cc2nc(-c3ccc(NC(C)=O)cc3)oc(=O)c2cc1OC	1	12	-0.1	-0.1
CCOC(=O)Nc1ccc2c(COC(=O)[C@H](C)NC(=O)c3ccco3)cc(=O)oc2c1	-11	-4	-0.8	-0.1
Cc1sc2nc3ccc(N4CCCCC4)nn3c(=O)c2c1C	-39	-1	-0.6	0.0
Clc1ccc(-c2nc3c4c5c(sc4ncn3n2)CCCC5)c(Cl)c1	-8	-2	0.9	-0.2
Cc1ccc(NS(=O)(=O)c2cccc3nsnc23)c(Cl)c1	0	12	-0.1	0.1
CCc1cc(OCCOCCNCCCOC)ccc1Cl	-2	26	1.3	-0.3
Cc1ccc(S(=O)(=O)NNC(=O)C(O)(c2ccccc2C)c2ccccc2C)cc1	10	-6	0.9	-0.4
CSc1nc2n(n1)C(C(C)C)C(C(=O)Nc1ccc(C)cc1C)=C(C)N2 (stereo not drawn)	1	3	0.5	0.1
COc1ccc(C2(C(=O)NCCc3nc(-c4ccncc4)n[nH]3)CCCCC2)cc1	11	18	-0.3	0.1
O=C(NCc1ccccc1Cl)c1ccccc1I	2	19	-0.5	0.5
C/C(=N/NS(=O)(=O)c1ccc(C)cc1)C1CC1	-1	-16	-0.6	-0.1
COc1ccccc1OCc1cc(C(=O)N2CCN(C)C(c3ccccc3)C2)no1 (stereo not drawn)	-66	18	-0.8	0.1
COc1ccc(-c2nc(Nc3ccccc3)nc(OC)n2)cc1	2	-17	0.0	-0.1
O=[N+]([O-])c1ccc(Nc2ccccc2)c(Cl)c1	10	-4	1.0	-0.1
Cc1cc(C)cc(N2C(=O)CSC23C(=O)Nc2ccccc23)c1 (stereo not drawn)	7	-7	0.9	-0.1
COc1cc(NC(=O)C(C)C)ccc1NC(=O)c1cc2ccccc2o1	-63	11	-1.6	0.1
O=C(NC1CCCC1)C(c1ccccc1)N(Cc1cccnc1)C(=O)Cc1cccs1 (stereo not drawn)	-1	11	-0.7	0.1
CC(C)CNC(=O)C(C)N(c1ccc(Cl)cc1)S(C)(=O)=O (stereo not drawn)	4	7	0.8	0.5

Molecules from the list above containing an NH in an aromatic ring, in the order listed:
Compound	TEAD-YAP inh	MITF primary	GPR151 activ	FBW7 activator
COc1ccc(-c2[nH]nc3c2C(c2c[nH]c4ccccc24)C(C#N)=C(N)O3)cc1OC (stereo not drawn)	21	29	6.4*	-0.3
Nc1ccc(/C=C/c2nc3ccccc3[nH]2)cc1	6	8	-5.4	0.0
COc1ccc(C2(C(=O)NCCc3nc(-c4ccncc4)n[nH]3)CCCCC2)cc1	11	18	-0.3	0.1

Looked up above:
For GPR151 activ, `CC(/C=N/NC(=O)c1nnn(-c2nonc2N)c1CN1CCCCCC1)c1ccccc1` (stereo not drawn) has 0.3
For TEAD-YAP inh, `O=C(NC1CCCC1)C(c1ccccc1)N(Cc1cccnc1)C(=O)Cc1cccs1` (stereo not drawn) has -1
For MITF primary, `COc1ccc(C2(C(=O)NCCc3nc(-c4ccncc4)n[nH]3)CCCCC2)cc1` has 18

(continued)
Compound	TEAD-YAP inh	MITF primary	GPR151 activ	FBW7 activator
CC(C)N1CC(C(=O)Nc2cccc([N+](=O)[O-])c2)CC1=O (stereo not drawn)	2	18	-1.7	0.7
COc1ccc(C=C2C(=O)c3ccccc3C2=O)c(O)c1	-6	6	0.0	-0.1
COc1cc(OC)cc(C(=O)Nc2cccc(-c3nc4ccccc4o3)c2)c1	-15	11	0.3	1.2
O=c1c(-c2ccccc2)c(C(F)(F)F)oc2c(CN3CCCCCC3)c(O)ccc12	2	-11	-0.1	-0.3
CN(C)/C=C1\N=C(C(c2ccccc2)c2ccccc2)OC1=O	-12	16	0.5	0.1
Cc1nn(C(C)C(=O)NCCN2CCOCC2)c(=O)c2c1sc1ccccc12 (stereo not drawn)	-1	-2	0.5	0.2
COC(=O)c1ccc(NS(=O)(=O)c2ccc3[nH]c(=O)sc3c2)cc1	15	9	-1.2	0.1
COC(=O)C1CCN(C(=O)c2ccc([N+](=O)[O-])cc2)CC1	12	11	-0.4	0.3
COc1ccccc1NC(=O)C1=C(C)NC(SCC(=O)Nc2ccc(Cl)cc2)=C(C#N)C1c1ccco1 (stereo not drawn)	19	-9	1.0	0.1
Cc1cc([N+](=O)[O-])ccc1NC(=O)CN1C(=O)C2C3C=CC(C3)C2C1=O (stereo not drawn)	2	18	-1.3	-0.1
CCc1n[nH]c(=S)n1/N=C(\C)c1cc2ccccc2o1	0	1	0.2	0.0
COc1ccc(C(=O)CSc2nnc(NC3CCCCC3)s2)cc1OC	2	-5	-0.4	-0.2
CCC(Oc1ccccc1)C(=O)Nc1ccc(C(C)=O)cc1 (stereo not drawn)	-12	-6	0.5	0.1
COc1ccc2ccccc2c1/C=N/NC(=O)c1ccccc1[N+](=O)[O-]	-3	11	0.6	0.2
O=c1c(NCCCN2CCOCC2)c(Br)cnn1-c1ccccc1	-16	7	2.7	0.0
O=C(Nn1c(-c2cccc(Cl)c2)nc2ccccc2c1=O)c1ccc2ccccc2n1	5	8	0.6	-0.1
Cn1c(SCC(=O)Nc2nc3c(s2)CCCC3)nnc1-c1ccccc1	2	-16	-0.1	-0.1
Cc1ccccc1C(=O)n1cnc2ccccc21	-5	-6	0.7	-0.1
O=C1CSC(c2ccccn2)N1c1ccc(Cl)c(Cl)c1 (stereo not drawn)	-2	9	-0.3	-0.2
COc1ccc(NC(=O)CSc2nc3ccc([N+](=O)[O-])cc3[nH]2)c(OC)c1	12	11	-1.1	-0.1

4 structures already listed, ordered by number of heavy atoms, largest number first.
Compound	TEAD-YAP inh	MITF primary	GPR151 activ	FBW7 activator
Cc1cc(NCCN2CCOCC2)nc(Nc2ccnn2C)n1	3	-4	-0.2	0.0
Cc1ccc(NS(=O)(=O)c2cccc3nsnc23)c(Cl)c1	0	12	-0.1	0.1
O=[N+]([O-])c1ccc(Nc2ccccc2)c(Cl)c1	10	-4	1.0	-0.1
Cc1nn(CC(=O)N(C)C)c(C)c1[N+](=O)[O-]	3	-5	-0.8	0.1

Further entries:
Compound	TEAD-YAP inh	MITF primary	GPR151 activ	FBW7 activator
S=c1[nH]c2cnccc2n1Cc1ccccc1	-1	0	0.1	-0.1
CC1OC(Nc2ccc(OC(F)(F)F)cc2)C(O)C(O)C1O (stereo not drawn)	-5	-3	1.4	-0.1
CCn1nnnc1SCC(=O)c1ccc(OC)cc1OC	-26	3	0.1	-0.2
C=CCn1c2ccccc2c2ccccc21	-8	-9	0.9	0.0
CC(=O)OCn1c(=O)n(COC(C)=O)c2ccccc21	-3	4	0.4	0.0
Cc1cc(C(=O)NNC(=O)c2cccc3ccccc23)c(C)n1-c1ccccc1	-8	-3	-1.1	-0.1
CC(C)(C)c1ccc(C2=N/C(=C\c3ccc4ccccc4c3)C(=O)O2)cc1	-6	1	-0.3	0.0
O=C1CS/C(=N\N=C\c2ccc([N+](=O)[O-])cc2)N1c1ccc(O)cc1	9	18	-1.0	0.1
Cn1c(=O)c2[nH]c(SC(C(=O)c3ccccc3)c3ccccc3)nc2n(C)c1=O (stereo not drawn)	4	-10	-0.7	0.2
CCOc1ccc(C(C)=O)cc1CSc1nc(C)cc(C)n1	-15	-6	-1.5	-0.1
O=C(Nc1cc(Cl)ccc1Cl)N[C@H]1C[C@H]2C(=O)N[C@@H](CO)C(=O)N2C1	-9	8	-0.6	0.8
